CSM14.1 death rescue: rescue of cells from ER stress-induced death, primary screen, 384-well, CSM14.1, thapsigargin, ATP luminescence (AID 1222) | 190,000 tested, under 10 active | CSM14.1 thapsigargin-induced death rescue, ATP luminescence; higher % means a stronger effect | one-dose cellular ATP content (survival), % at 20 µM; EC50 in µM for titrated hits;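 active means EC50 below 50 µM in the dose-response confirmation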;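 further: death triggered by thapsigargin at about 15 µM added after 2 h compound pretreatment; cell ATP read after overnight thapsigargin exposure of roughly 18 to 22 hours; normalized against plate controls of thapsigargin alone and 5% DMSO vehicle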
T cell HTS: T cell immune modulation candidate. calls only at 7 µM. AID 2052. hit rate 0.068% among 330,000. 2C CD8+ T cell-vesicle binding, flow cytometry; stronger effect = lower value;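 active means response, share of CD8 T cells binding vesicles, and their 90th percentile fluorescence all below set limits, cut at about 80% in these data, passing the limit was not always enough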
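Material: murine 2C transgenic CD8+ T lymphocytes / Also added: QL9-peptide-loaded Drosophila micro-vesicles bearing Ld, ICAM-1 and B7-1 / Schedule: binding step 1.5 h, 37 °C, antibody labelling 20 min, ice / Signal: flow cytometry, PE anti-B7-1 (FL2) versus Alexa647 anti-CD8 (FL8), PFA-fixed / Evaluation: percent CD8+ FL2 mean versus row control / Benchmarks: naked versus QL9-loaded vesicles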
Dynein transport: blocks dynein driven cargo transport along microtubules; z-score, hits read low; hit rate 0.47% among 220,000; 3617.4 mouse cells, GR-EGFP nuclear translocation imaging; test concentration mostly 20 µM; stimulated with dexamethasone, 1 µM; stronger effect = lower value;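 active means plate z-score of nuclear minus cytoplasmic receptor signal below a set negative limit, without overly bright fluorescence or cell loss, cut at about -3.5 in these data, passing the limit was not always enough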;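 further: z-score of nuclear minus cytoplasmic ring GR-EGFP intensity difference per well; some compounds called inactive have numbers as strong as hits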
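Buffer or medium: tet-free, stripped-serum medium; reagent: dexamethasone at 1.0 µM final, 30 min; incubation: 48 h induction, 1 h compound, 30 min dex at 37 °C; measured by: formaldehyde fixation, Hoechst nuclear stain, 10x automated fluorescence imaging; read-out: nuclear-to-cytoplasmic GR-EGFP distribution per well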
Ins promoter up: MIN6 insulin promoter up-regulation; MIN6 insulin promoter-GFP reporter, high-content imaging; stronger effect = higher value; z-score at 5 µM; hit rate 0.3% among 190,000; AID 1625;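 active means z-score above 3 at 5 µM with at least 500 cells counted in the well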
Lipid droplet: modulators of hepatic lipid droplet formation; hit rate 0.4% among 240,000; inhibition, % at 6.5 µM; AML12 mouse hepatocytes, oleate lipid droplets, BODIPY imaging;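 active means lipid droplet intensity inhibited by at least 50%, with more than 500 cells counted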
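Assay system: AML12 hepatocytes (mouse); Probe or stimulus: oleic acid at 100 µM to induce lipid droplet formation; Dosing: compound at 6.5 µM only; Schedule: compound with oleate, overnight; Detection: fluorescence imaging, 20x objective, two fields per well; Measure: % inhibition of lipid droplet signal.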
PhoP inhibition: PhoP-dependent GFP reporter repression – Salmonella Typhimurium, primary screen (AID 1863) | one-dose inhibition, % at 50 µM; IC50 in µM for titrated hits | S. Typhimurium PhoP-regulated promoter GFP reporter, 4 h; higher % means a stronger effect | hit rate 0.16% among 300,000;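 active means inhibition over 29.93%, a cutoff 3 SD above the screen mean, later confirmed by dose response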;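 further: 0% = low Mg2+ inducing control and 100% = high Mg2+ repressing control; strong numbers were not always called active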
Autophagy mod: autophagy modulation, high-content screen; MEF GFP-LC3 puncta imaging; test concentration mostly 10 µM; calls only at 10 µM (by protocol); hit rate 0.98% among 190,000; AID 463193;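 active means percentage of spot-positive cells more than 3 SD above its plate mean, without a fluorescence outlier flag or 80% toxicity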;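 further: spot-positive cell cutoff set from DMSO-treated cells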
bCat nuc transl: alters nuclear translocation of beta-catenin in HeLa cells. immunofluorescence imaging. nuclear translocation activity, % at 5 µM. hit rate 0.3% among 190,000;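 active means nuclear translocation activity above 50% at 5 µM, with a well cell count of 50 or more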;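 further: per-cell ratio of nuclear to cytoplasmic median beta-catenin stain intensity; plate controls were DMSO negative control for no effect and GSK-3 inhibitor IX positive control for full effect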
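System: HeLa cells, endogenous beta-catenin; compound dosing: 5 µM primary single dose, 0.1% DMSO, 0.02–20 µM confirmation series; incubation: 24 h compound exposure at 37°C, 5% CO2; signal: beta-catenin immunofluorescence imaging with DAPI; evaluation: % activation, nuclear-to-cytoplasmic median beta-catenin signal ratio per cell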
MT stabilize HCS: stabilizes microtubules in HeLa cells. % tubulin-high responders, % at 10 µM. AID 2205. HeLa tubulin immunostaining HCS, 24 h; share of cells brighter than vehicle mean+2SD. hit rate 0.83% among 200,000;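 active means plate Z-score above 3 for both tubulin-high and condensed-nucleus cell shares, with cell loss under 80%, at 10 µM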;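 further: anti alpha tubulin signal scored within the nucleus-defined area of each cell; some results filed as inactive read as strong as hits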
Dynein transport cytoplasmic EGFP: further read-out of Dynein transport, marked with its call; z-score; measured here: cytoplasmic GR-EGFP intensity; stronger effect = higher value
Dynein transport nuclear GR-EGFP: also measured in Dynein transport; calls as there; z-score; measured here: nuclear GR-EGFP intensity;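 lower value marks the stronger effect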
Dynein transport cell count: second read-out of Dynein transport, no call of its own (marks repeat the call); z-score; measured here: cell count per field
Ins promoter up cell count: further read-out of Ins promoter up, marked with its call; cell count; measured here: cytotoxicity, nuclei count;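 total cells summed across four imaged fields per well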
Lipid droplet cells 6.5 µM: second read-out of Lipid droplet, no call of its own (marks repeat the call); cell count; measured here: cell count, cytotoxicity flag;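 cells counted across two imaged fields per well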
bCat nuc transl cell count 5 µM: further read-out of bCat nuc transl, marked with its call; cell count; measured here: cell count, cytotoxicity flag
T cell HTS vesicle-bound %: also measured in T cell HTS; calls as there; double positive events, %; measured here: CD8+ vesicle-bound cell fraction;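 binding gate set so that unloaded-vesicle control wells show 10% double positive cells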
MT stabilize HCS Hoechst-high %: also measured in MT stabilize HCS; calls as there; % Hoechst-high responders; measured here: nuclear condensation Hoechst responders;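 share of cells brighter than vehicle mean plus two SD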
MT stabilize HCS cytotoxicity %: second read-out of MT stabilize HCS, no call of its own (marks repeat the call); toxicity, %; measured here: cytotoxicity by cell density;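 0% = mean cell density of plate MIN control wells and 100% = no cells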
Autophagy mod cell loss 18 h: further read-out of Autophagy mod, marked with its call; toxicity, %; measured here: cell loss, nuclei count;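 cell loss after 18 h compound exposure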
* hit, by the source's call; i = inactive; . = no result given.

SMILES	CSM14.1 death rescue	T cell HTS	T cell HTS vesicle-bound %	Dynein transport	Dynein transport cytoplasmic EGFP	Dynein transport nuclear GR-EGFP	Dynein transport cell count	Ins promoter up	Ins promoter up cell count	Lipid droplet	Lipid droplet cells 6.5 µM	PhoP inhibition	Autophagy mod	Autophagy mod cell loss 18 h	bCat nuc transl	bCat nuc transl cell count 5 µM	MT stabilize HCS	MT stabilize HCS Hoechst-high %	MT stabilize HCS cytotoxicity %
O=C(O)C1C(=O)NCC1c1ccccc1 (stereo unspecified)	-0.6%	i	60	-1.2	-0.3	-0.98	1.2	0.16	1245	4	696	8%	i	-4	-2.6	1097	3.2	1.7	3.5
N/C(=N\c1nc(CSc2ccccn2)cc(=O)[nH]1)Nc1ccc(Cl)cc1Cl	.	i	17	-0.13	-0.2	0.36	-0.53	-0.46	1071	25	670	-5%	.	.	2.1	1293	.	.	.
CCCC(CCC)C(=O)NNc1cc(=O)c2c(=O)n(C)c(=O)n(C)c2[nH]1	-0.8%	i	44	-0.14	-0.18	0.44	-0.061	0.52	1460	.	.	0%	i	19	-0.7	1358	2.4	1.4	8.7
Cc1ccc(N2C(=O)CC(NNC(=O)c3cccc(S(=O)(=O)N4CCCC4)c3)C2=O)cc1 (stereo unspecified)	-3.5%	i	56	0.62	-0.21	0.66	-1.3	2.1	1417	-6	647	-15%	i	-2	-1.2	1205	1.9	1.6	5.9
O=C(NCC1CCCN(Cc2cccc(OCCO)c2)C1)c1ccc(F)cc1 (stereo unspecified)	1.0%	i	24	0.51	-0.28	0.041	-0.24	-1	1376	-1	726	10%	i	-16	4.4	952	4.4	1.5	2.6
O=C(O)CP(=O)(O)O	0.3%	i	57	0.82	-0.28	0.61	0.4	.	.	19	666	1%	i	25	1.5	538	2.0	1.6	6.8
CCOC(=O)N1CCC(NC(=O)c2cc(S(=O)(=O)N(CC)CC)ccc2F)CC1	-0.8%	i	4	-0.29	0.082	0.081	0.35	-0.57	1002	-4	773	-3%	i	-5	.	.	2.3	0.6	8.4
C/C(=N/OC(=O)c1cccc(C(F)(F)F)c1)c1cnccn1	-0.8%	i	30	-0.23	-0.27	0.54	0.69	0.27	1388	3	699	-12%	i	-6	-1.3	1067	1.9	1.6	2.2
COc1ccc(Oc2cc(C)c3ccccc3n2)cc1	-2.0%	i	37	0.32	-0.26	0.054	-0.23	0.12	1305	.	.	2%	i	2	-2.1	947	5.1	1.4	7.5
CCCS(=O)(=O)NCCc1cc2c(C)ccc(C)c2[nH]c1=O	-0.9%	i	18	1	-0.21	0.64	-0.14	0.39	1053	0	640	-4%	i	-9	0.4	1113	4.8	2.0	7.1
Cn1nc(-c2ccccc2)cc1NC(=O)Nc1ccc(F)cc1	.	i	5	-0.35	0.02	0.21	0.66	0.01	1077	11	714	-3%	.	.	-0.5	1340	.	.	.
CCOc1ccc(Cc2c(Cl)nc(SC)nc2OC)cc1	-1.3%	i	31	-0.42	-0.16	-0.07	-0.024	0.15	1597	.	.	4%	i	4	0.8	1382	1.9	1.5	4.1
COc1ccc(CNC(=O)COC(=O)CCc2nc3ccccc3c(=O)[nH]2)cc1	0.0%	i	46	-0.41	-0.31	0.29	-0.4	1.1	1221	-4	663	-5%	i	0	-2.3	1054	4.6	2.9	6.9
CCOc1ccccc1NS(=O)(=O)N(C)C	0.2%	i	16	0.23	-0.035	0.29	0.034	0.78	901	.	.	1%	i	-9	.	.	1.4	1.1	7.3
O=S(=O)(NCc1ccccc1)c1cnc[nH]1	-1.2%	i	36	-0.28	-0.2	-0.1	0.2	0.27	1458	.	.	-2%	i	10	-1.4	1425	1.2	1.3	8.0
COc1ccc(CN=C2NN=C(c3cccc(OC)c3)CS2)cc1	-0.9%	i	28	-0.28	-0.33	0.11	-0.34	1.2	1141	-1	692	-3%	i	6	2.4	1104	4.2	2.6	8.2
CCOC(=O)c1c(NC(=O)CC2Sc3ccc(C(F)(F)F)cc3NC2=O)sc(C)c1C (stereo unspecified)	4.2%	i	44	0.49	-0.26	0.27	0.32	0.78	1565	18	662	1%	i	2	-0.8	1091	6.7	2.6	7.3
O=S1(=O)CCC(NC(=S)Nc2ccc3ccccc3c2)C1 (stereo unspecified)	.	i	22	0.57	-0.26	0.97	-1.1	.	.	-7	704	0%	.	.	1.9	1346	.	.	.
CCS(=O)(=O)N1Cc2ccccc2CC1C(=O)OCC(=O)N(C(C)C)C(C)C (stereo unspecified)	0.5%	i	41	-0.84	-0.21	0.34	-0.85	-0.14	1247	14	674	-10%	i	8	-2.8	1042	2.9	3.4	5.6
O=C1NN(c2ccccc2)C(=O)C2C1C1C=CC2C12CC2 (stereo unspecified)	3.4%	i	37	1.4	-0.2	0.55	-0.38	-0.46	1511	16	563	4%	i	-9	1.0	1093	7.3	1.3	1.0
CC(C)OC(=O)c1nnc(Cc2ccc(Cl)cc2)o1	-2.1%	i	58	-0.098	-0.24	0.65	0.32	0.81	1248	-5	690	-6%	i	2	-0.9	568	6.2	2.6	12
COc1ccc(NC(=S)N2CCC(c3nc4ccccc4[nH]3)CC2)c(OC)c1	4.4%	i	16	.	.	.	.	1.7	1795	1	732	4%	i	-2	1.7	931	1.1	1.7	5.0
Cc1cccc(-c2nnc(SCc3ccc(C#N)cc3)n2Cc2ccco2)c1	-1.1%	i	27	-0.92	-0.22	-0.25	0.7	-1.2	1251	.	.	7%	i	6	-1.1	1405	2.5	1.8	4.4
COc1ccc(Cl)cc1NC(=O)CCN1CCN(C)CC1	-1.1%	i	21	0.056	-0.17	0.24	0.74	.	.	4	836	6%	i	13	.	.	1.8	2.9	10
O=C(Nc1cccc2c1C(=O)NC2=O)c1ccc(S(=O)(=O)N2CCCC2)cc1	2.3%	i	49	-0.25	-0.21	-0.14	0.28	0.62	1290	.	.	5%	i	-1	-7.1	1056	2.9	2.9	7.3

Of the compounds above, these contain an aryl thioether with sulfur outside any ring:
SMILES	CSM14.1 death rescue	T cell HTS	T cell HTS vesicle-bound %	Dynein transport	Dynein transport cytoplasmic EGFP	Dynein transport nuclear GR-EGFP	Dynein transport cell count	Ins promoter up	Ins promoter up cell count	Lipid droplet	Lipid droplet cells 6.5 µM	PhoP inhibition	Autophagy mod	Autophagy mod cell loss 18 h	bCat nuc transl	bCat nuc transl cell count 5 µM	MT stabilize HCS	MT stabilize HCS Hoechst-high %	MT stabilize HCS cytotoxicity %
N/C(=N\c1nc(CSc2ccccn2)cc(=O)[nH]1)Nc1ccc(Cl)cc1Cl	.	i	17	-0.13	-0.2	0.36	-0.53	-0.46	1071	25	670	-5%	.	.	2.1	1293	.	.	.
CCOc1ccc(Cc2c(Cl)nc(SC)nc2OC)cc1	-1.3%	i	31	-0.42	-0.16	-0.07	-0.024	0.15	1597	.	.	4%	i	4	0.8	1382	1.9	1.5	4.1
Cc1cccc(-c2nnc(SCc3ccc(C#N)cc3)n2Cc2ccco2)c1	-1.1%	i	27	-0.92	-0.22	-0.25	0.7	-1.2	1251	.	.	7%	i	6	-1.1	1405	2.5	1.8	4.4

The list continues:
SMILES	CSM14.1 death rescue	T cell HTS	T cell HTS vesicle-bound %	Dynein transport	Dynein transport cytoplasmic EGFP	Dynein transport nuclear GR-EGFP	Dynein transport cell count	Ins promoter up	Ins promoter up cell count	Lipid droplet	Lipid droplet cells 6.5 µM	PhoP inhibition	Autophagy mod	Autophagy mod cell loss 18 h	bCat nuc transl	bCat nuc transl cell count 5 µM	MT stabilize HCS	MT stabilize HCS Hoechst-high %	MT stabilize HCS cytotoxicity %
CCn1nc(C(=O)NCc2ccco2)c(Cl)c1Cl	12%	i	22	0.57	-0.24	-0.059	-0.15	-0.39	1363	4	697	32%	i	-14	-1.7	994	2.5	1.6	6.0
COc1ccc(/C(N)=N/OC(=O)c2cccc([N+](=O)[O-])c2)cc1OC	-0.3%	i	46	-0.13	0.32	-0.097	-0.66	-0.03	881	-1	751	8%	i	-9	-5.0	1234	1.1	1.5	8.5
COc1cccc(CN(C)Cc2nc(Cc3ccccc3Cl)no2)c1	-0.4%	i	38	-0.74	0.0071	-0.5	1.1	0.46	1494	0	681	6%	i	7	-0.4	927	3.0	1.9	5.7
O=C(NS(=O)(=O)c1ccccc1)c1ccccc1O	.	i	57	3.3	-0.24	2.4	-1.5	1.2	1130	-3	665	-4%	i	-1	-1.9	1028	2.1	0.8	9.2
O=C(CN1CCN(c2ccccn2)CC1)NCc1cccs1	-0.3%	i	40	-0.22	-0.25	0.31	0.77	-0.15	1103	2	751	-5%	i	12	0.5	1247	2.7	2.2	3.2
OCCNC(=S)Nc1ccc(Oc2ccccc2)cc1	0.0%	i	57	-0.6	-0.29	0.23	0.91	-0.44	1534	9	623	2%	i	6	-0.9	952	3.8	1.3	7.7

No enrichment for hits; about 3% have a hit in one of these screens.
